High-throughput results deposited in PubChem BioAssay by NMMLSC.
VLA-4 inh = inhibition in a human VLA-4 binding assay. P13612. VLA-4 expressing cells, ligand binding flow cytometry. inhibition, % (about 7 µM as worked out from the volumes in the protocol). actives 0.2% (n = 330,000); in the data active means inhibition above about 50%
LAP4-GFP MLPCN = alters LAP4-GFP fluorescence in TOR pathway yeast screen; S. cerevisiae LAP4-GFP multiplex, flow cytometry GFP, 3 h; median GFP as percent of DMSO wells; GFP response vs DMSO, % at 10 µM; actives 0.34% (n = 320,000);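 active means GFP response vs DMSO above a set limit, about the screen mean plus 3 SD, cut at about 150% in these data; inconclusive means under 70 cell events counted for the yeast strain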
GRK2 aptamer HTS = blocks RNA aptamer binding to human GRK2. P25098. actives 0.59% (n = 330,000). inhibition of aptamer binding, % at 10 µM. bead flow cytometry, FAM-aptamer displacement from GRK2;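 active means inhibition of aptamer binding above 40%, roughly 3 SD of noise, on plates passing a quality check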;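 further: median bead fluorescence of bound FAM aptamer so fluorescent compounds give negative values; no value below 0 was filed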
Target sequence (P25098 whole entry, looked up): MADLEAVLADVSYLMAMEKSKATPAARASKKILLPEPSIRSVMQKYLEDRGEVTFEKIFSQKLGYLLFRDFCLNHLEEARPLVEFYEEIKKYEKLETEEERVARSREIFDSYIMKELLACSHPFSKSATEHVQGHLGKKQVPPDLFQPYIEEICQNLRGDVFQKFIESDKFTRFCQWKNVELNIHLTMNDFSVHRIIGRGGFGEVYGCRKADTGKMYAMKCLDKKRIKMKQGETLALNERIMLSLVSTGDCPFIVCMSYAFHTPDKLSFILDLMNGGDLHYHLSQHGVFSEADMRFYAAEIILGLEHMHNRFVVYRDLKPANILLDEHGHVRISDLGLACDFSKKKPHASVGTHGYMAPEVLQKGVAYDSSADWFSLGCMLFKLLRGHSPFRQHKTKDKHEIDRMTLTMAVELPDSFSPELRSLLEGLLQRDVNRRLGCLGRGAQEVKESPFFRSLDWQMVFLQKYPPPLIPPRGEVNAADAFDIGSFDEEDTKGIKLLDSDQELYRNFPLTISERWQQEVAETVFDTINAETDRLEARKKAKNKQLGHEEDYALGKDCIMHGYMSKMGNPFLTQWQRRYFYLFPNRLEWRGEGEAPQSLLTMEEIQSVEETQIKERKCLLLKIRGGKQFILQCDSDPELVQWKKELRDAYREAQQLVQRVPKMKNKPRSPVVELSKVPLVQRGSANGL
CIT2 TOR yeast = yeast TOR pathway CIT2-GFP modulation | S. cerevisiae CIT2-GFP strain, flow cytometry, 3 h; 100 means same as DMSO wells | GFP response vs DMSO, % at 10 µM | actives 0.065% (n = 320,000) | AID 2029;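 active means GFP response relative to DMSO above a set limit, near the screen mean plus 3 SD, cut at about 150% in these data; inconclusive means Fewer than 70 cells measured for a yeast strain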;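 further: ratio of well median GFP fluorescence to mean of DMSO wells on the plate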
MEP2-GFP yeast = yeast TOR pathway MEP2-GFP modulation; GFP response vs DMSO, % at 10 µM; actives 0.51% (n = 330,000); S. cerevisiae MEP2-GFP strain, flow cytometry GFP, 3 h; 100% = DMSO control level;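 active means GFP response versus DMSO above a set limit, roughly screen mean plus 3 SD, cut at about 180% in these data; inconclusive means fewer than 70 cells counted for a yeast strain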;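 further: median GFP fluorescence of the barcode-gated MEP2-GFP cells per well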
RPL19A-GFP yeast = alters RPL19A-GFP fluorescence in TOR pathway yeast screen; percent response vs DMSO, % at 10 µM; AID 2025; S. cerevisiae RPL19A-GFP strain, flow cytometry, 3 h; active compounds read low; actives 0.3% (n = 330,000);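 active means percent response vs DMSO below 50%; inconclusive means fewer than 70 events counted for the yeast strain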;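 further: median channel GFP fluorescence of the barcoded RPL19A-GFP strain; ratio of sample median GFP to plate DMSO average so 100% = DMSO; lower means less RPL19A-GFP as with rapamycin TOR inhibition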
CR mimetic SO = yeast age-related superoxide inhibition as caloric restriction mimetic | S. cerevisiae aged cells, superoxide DHE fluorescence; active compounds read low | superoxide response (% of plate mean), % at 10 µM | actives 0.18% (n = 330,000);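 active means superoxide response under a set limit, about three screen SD below normal, cut at about 65% in these data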;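 further: yeast aged for seven days with compound at 30 °C before DHE staining; 100% = average MFI of all compound-treated wells on the plate with controls excluded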
AGP1 TOR yeast = modulators of TOR pathway AGP1-GFP in S. cerevisiae; actives 0.02% (n = 320,000); AID 2066; S. cerevisiae AGP1-GFP multiplex flow cytometry, 3 h; GFP as percent of DMSO wells; GFP response vs DMSO, % at 10 µM;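 active means GFP response relative to DMSO above a set limit, near screen average plus 3 SD, cut at about 150% in these data; inconclusive means fewer than 70 cells counted for the yeast strain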;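 further: median GFP channel fluorescence of the gated AGP1 strain per well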
* marks the source's active call; other numbers are inactive results; ? = inconclusive; · = not tested or not shown; [ ] = another dose, or the depositor's remark.

SMILES	VLA-4 inh	LAP4-GFP MLPCN	GRK2 aptamer HTS	CIT2 TOR yeast	MEP2-GFP yeast	RPL19A-GFP yeast	CR mimetic SO	AGP1 TOR yeast
FC(F)Oc1ccc(/C=N/NC(=S)Nc2cc(C(F)(F)F)ccc2Cl)cc1	0	95	2	99	105	103	107	98
CC(NC(=O)Nc1ccc(Cl)c(Cl)c1)C(c1ccccc1)N1CCOCC1 (stereo unspecified)	8	93	3	98	98	103	87	94
CCN(CC)S(=O)(=O)c1cccc(C(=O)N2CCCCC2)c1	-5	91	2	101	94	91	67	89
CCSc1ncc(C#N)c(N)n1	7	99	0	97	103	99	113	97
CCN(CC)CCNC(=O)c1c(O)c2cc(OC)c(OC)cc2[nH]c1=O	3	101	5	102	100	103	110	104
CCOCCCn1c(SCC(=O)NC(C)C)nc2ccccc2c1=O	17	100	0	96	101	96	87	92
Cc1ccc(CC(NC(=O)c2ccccc2)C(=O)NCC(=O)O)cc1 (stereo unspecified)	-6	94	0	98	96	99	99	100
O=S(=O)(c1ccc(N2CCC(c3ccc(Cl)cc3)=N2)cc1)N(CCO)CCO	6	91[may fluoresce violet]	5	?	230*[may fluoresce violet]	55[may fluoresce violet]	110	18[may fluoresce violet]
CN1C(=O)C(C)(C)c2cc(S(=O)(=O)N3CCN(c4ccccc4)CC3)ccc21	-10	83[may fluoresce red and violet]	0	?	72[may fluoresce red and violet]	?	83	87[may fluoresce red and violet]
Cc1ccc(-c2ccc(C(=O)O)c(C)n2)cc1	5	116	0	106	110	110	97	111
C=CC[C@@H](CC(=O)N(CCO)Cc1ccccc1)C(=O)N[C@H](COC(=O)[C@@H](CC=C)Cc1ccc(F)cc1)c1ccccc1	18	93	0	92	99	95	86	97
CCOC(=O)CNC(=O)C1CCC(CNS(=O)(=O)c2cccc3nsnc23)CC1 (stereo unspecified)	-7	83	4	98	102	93	104	78
COc1cccc(C(=O)Nc2ccccc2C(=O)N2CCCC2)c1	-4	98	1	89	95	96	100	98
CC1CN(C(=O)c2ccc(COCC(F)(F)F)o2)CC(C)O1 (stereo unspecified)	8	106	3	99	101	97	86	106
O=C(COC(=O)CNC(=O)c1ccc(Cl)cc1Cl)Nc1ccc(N2CCOCC2)cc1	1	106	3	96	125	115	92	101
O=C(NC1CC1)c1ccc(Cl)c(S(=O)(=O)N2CCOCC2)c1	5	96	1	105	103	103	103	99
CCOc1ccccc1NC(=S)NC1CC2CCC1C2 (stereo unspecified)	11	103	2	86	100	92	133	91
O=C(COc1ccccc1Br)N1CCN(c2ccccc2)CC1	4	103	0	101	95	·	122	96
Cc1cc(C)cc(NC(=O)CSc2nc3[nH]ncc3c(=O)[nH]2)c1	-7	92	5	96	101	106	116	96
CCc1c(C)c(C#N)c2nc3ccccc3n2c1-n1nc(C)cc1C	9	98	0	105	101	102	108	103
CC(C)NC(=O)Cn1cc(C(=O)COc2ccccc2)c2ccccc21	-10	103	3	102	101	93	115	113
CN(C)C1=NCCN1CCCC1CCCC1	-16	90	0	93	91	94	101	93
O=C(Nc1cccc(Cl)c1)c1ccccc1NC(=O)C1CCCCC1C(=O)O (stereo unspecified)	-5	93	0	103	105	103	100	98
CSc1ncccc1C(=O)OCC(=O)NC(=O)NCCC(C)C	2	108	4	96	101	97	116	92
O=C(c1ccc(NS(=O)(=O)c2cccs2)cc1)N1CCCCC1	-7	101	1	108	109	104	87	96
CCOC(=O)c1cc(C)n(-c2ccc(Cl)cc2)c1C	18	110	0	100	99	103	107	102
COC(=O)c1sccc1NC(=O)c1ccc(OC)cc1	-9	107	0	107	112	100	102	102
O=C(c1ccco1)N(CCC(c1ccccc1)c1ccco1)Cc1ccco1 (stereo unspecified)	23	94	3	92	99	98	103	96
COc1ccc(O)c(-c2cc(-c3cccc(Br)c3)n[nH]2)c1	11	108	1	96	97	98	106	92
O=C(Nc1cccc(S(=O)(=O)NC2=NCCCCC2)c1)c1cccnc1Cl	·	103	1	103	100	95	92	98
Clc1cccc(/C=N/Nc2ncnc3ccccc23)c1	-3	112	3	96	107	101	94	93
Cc1n[nH]c(C)c1S(=O)(=O)N1CCCC(C(=O)N2CCc3ccccc32)C1 (stereo unspecified)	18	105	0	111	104	102	79	109
O=C(Nc1nnc(-c2cccs2)o1)C1CC1	-7	96	0	99	104	100	95	102
COc1ccc(N(C(C)C(=O)NCCSCc2cccc(Cl)c2)S(C)(=O)=O)cc1 (stereo unspecified)	3	96	2	106	99	107	104	104
COC(=O)c1ccc(N2CCOCC2)c(NC(=O)c2ccco2)c1	-5	102	1	80	97	90	99	82
CC(C)(C)NC(=O)c1cccc(NC(=O)c2ccc(NC(=O)c3ccco3)cc2)c1	-20	103	0	100	111	96	109	95
CCc1ccc2nc(SCC(=O)Nc3ccccc3N3CCOCC3)c(C#N)cc2c1	-3	98	0	101	99	99	91	104
C=CCNC(=S)NNC(=O)c1ccc(=O)n(Cc2ccccc2)c1	-2	101	0	105	102	97	102	103
COc1ccccc1C1C(C#N)=C(N)N(c2cccnc2)C2=C1C(=O)CC(C)(C)C2 (stereo unspecified)	-1	100	2	106	101	101	108	102
COc1ccc(C(=O)NC(C)c2ccc(-n3ccnc3)cc2)c(OC)c1OC (stereo unspecified)	20	94	0	100	101	101	109	98
Cc1nnsc1NC(=O)OCCCl	1	98	2	100	100	96	95	98
Cc1ccc2[nH]c3c(=O)n(N)c(=O)[nH]c3c2c1	20	101	0	88	99	94	96	100
O=C(O)[C@@H]1CCCN1C(=O)CCc1c[nH]c2ccccc12	2	97	0	102	107	105	90	106
C/C=C/C(=O)Nc1cccc(C2=NOC3(C2)C[C@@H](C(N)=O)N(C(=O)c2cc([N+](=O)[O-])cc([N+](=O)[O-])c2C)C3)c1 (stereo partly specified)	0	93	3	102	101	97	106	106
O=C(O)c1cc(Cl)nc2ccccc12	4	100	0	100	96	98	82	106
Cc1ccc(S(=O)(=O)N(C)Cc2ccc(C(=O)NN=C3C4CC5CC(C4)CC3C5)cc2)cc1	16	85	0	98	102	106	99	94
C=CCCc1ccc(C#N)c(SCc2c(C(=O)OCC)c3cc(OC(C)=O)c(Br)cc3n2C)n1	14	97	2	95	79	101	91	101
CCOC(=O)N1CCN(C(=O)Cn2nc(C)n3nc(-c4ccccc4)cc3c2=O)CC1	-115	98	4	95	98	100	81	98
Cc1ccccc1NC(=O)CC(O)(C(F)(F)F)C(F)(F)F	-289	99	0	96	98	96	93	96
Cc1ccc(OCCSc2nnc(NC(=O)c3ccco3)s2)cc1	1	93	1	96	107	98	103	98

Additional structures:
SMILES	VLA-4 inh	LAP4-GFP MLPCN	GRK2 aptamer HTS	CIT2 TOR yeast	MEP2-GFP yeast	RPL19A-GFP yeast	CR mimetic SO	AGP1 TOR yeast
COc1ccc(-c2ccc(=O)[nH]n2)cc1	-2	101	0	105	103	105	79	101
COCCNc1nc2c(c(=O)n(Cc3ccc(OC)cc3)c(=O)n2C)n1C	-7	124	1	113	111	120	82	122
CCOc1c2ccc(C(=O)NCc3cc(C(F)(F)F)cc(C(F)(F)F)c3)cc2nn1C	-5	103	1	93	99	106	102	94
O=C(O)C1=C[C@@H](c2ccc(Br)cc2)C[C@@H](OCCCCO)O1	4	87	0	98	94	94	91	98
COc1ccccc1NC(=O)Cn1c(=O)n2nc(C)nc2c2ccccc21	11	104	0	100	108	100	93	102
Cc1ccc(NC(=S)NCc2ccc3c(c2)OCO3)cc1C	12	104	1	98	107	100	102	99
CCOc1ccc(NC(=O)C2CCN(S(=O)(=O)c3ccc4c(c3)N(C(C)=O)CCO4)CC2)cc1	3	108	9	114	113	109	107	108
CN(C)CCn1c2c(c(SCC(=O)Nc3ccccc3C(F)(F)F)nc1=O)CCCC2	7	105	3	103	100	97	93	106
O=C(NCc1ccco1)c1cc([N+](=O)[O-])ccc1N1CCCCC1	-34	94	3	102	102	109	119	101
OCC1CCCN(C(=S)Nc2ccc(Nc3ccccc3)cc2)C1 (stereo unspecified)	-5	105	0	97	94	94	95	103
Cc1ccc(S(=O)(=O)N2CCN(CC(=O)N/N=C\c3ccc(O)c(O)c3)CC2)cc1	0	115	0	102	98	100	89	103
COc1ccc(CCNCC(O)Cn2c3ccccc3c3ccccc32)cc1OC (stereo unspecified)	42	118	0	90	94	96	99	99
COc1ccc(N2CCN(C(=O)c3c(-c4c(F)cccc4Cl)noc3C)CC2)cc1	5	100	1	101	101	100	83	98
CCc1cccc(N(C(=O)c2csnn2)C(C(=O)NC(C)(C)C)c2ccccn2)c1 (stereo unspecified)	-3	98	0	107	101	98	96	105
CCOC(=O)C1CCCN(c2nnnn2-c2ccccc2)C1 (stereo unspecified)	-7	98	0	95	98	94	97	102
CC1CN(C(=O)CS(=O)(=O)Cc2ccccc2)CC(C)O1 (stereo unspecified)	18	97	0	94	100	106	94	97
O=C(COC(=O)Cc1ccc(Cl)cc1Cl)Nc1ccccc1OC(F)F	-12	112	6	95	106	107	105	101
COc1ccc(CCC(=O)NC2CCC(C)CC2)cc1 (stereo unspecified)	23	111	3	102	105	107	118	95
CC(=O)Nc1ccc(Oc2cc(NC(C)=O)cc([N+](=O)[O-])c2)cc1	4	101	2	98	102	97	93	102
Cc1ccc(C(=O)C(C)OC(=O)C2CC(=O)N(C3CCCCC3)C2)cc1 (stereo unspecified)	2	111	0	99	111	105	109	106
CCOC(=O)C1=C(CSc2nc(C)ccc2C#N)OC(N)=C(C#N)C1c1cccc(OC)c1OC (stereo unspecified)	-8	113	0	100	109	105	81	105
Cc1ccc(NC(=O)NC(=O)c2cnccc2C(F)(F)F)c(C)c1	6	·	1	·	98	99	113	·
COc1ccc(CCNC(=O)CCCn2ncn3c(cc4occc43)c2=O)c(OC)c1	3	95	1	99	104	101	95	102
CCOc1ccc(-n2nc(C(=O)N3CCN(CC)CC3)c3ccccc3c2=O)cc1	3	92	5	100	98	93	95	92
O=C(CN(Cc1ccc(Cl)cc1)C(=O)CN1C(=O)COc2ccccc21)NC1CCCC1	-3	97	1	99	99	96	104	96
O=C(Nc1sc2c(c1C(=O)NCc1cccnc1)CCCC2)c1ccco1	-1	95	0	·	89	98	97	93
CC1CCN(CCCNC(=O)c2ccc(Cn3c(=S)[nH]c4ccc(Br)cc4c3=O)cc2)CC1	17	97	0	114	108	105	93	107
Cc1nc2ccc(NC(=O)C3COc4ccccc4O3)cc2s1 (stereo unspecified)	21	95	1	70	92	95	100	100
COCCNc1nnc(Cc2ccc(Cl)cc2)c(=O)[nH]1	4	122	2	121	105	100	95	116
O=C1CCN(c2ccc([N+](=O)[O-])cc2F)CC1	-1	89	0	98	96	100	105	99

Not a retest: an excerpt of the list.
SMILES	VLA-4 inh	LAP4-GFP MLPCN	GRK2 aptamer HTS	CIT2 TOR yeast	MEP2-GFP yeast	RPL19A-GFP yeast	CR mimetic SO	AGP1 TOR yeast
COCCNc1nnc(Cc2ccc(Cl)cc2)c(=O)[nH]1	4	122	2	121	105	100	95	116
O=C1CCN(c2ccc([N+](=O)[O-])cc2F)CC1	-1	89	0	98	96	100	105	99

Next compounds.
SMILES	VLA-4 inh	LAP4-GFP MLPCN	GRK2 aptamer HTS	CIT2 TOR yeast	MEP2-GFP yeast	RPL19A-GFP yeast	CR mimetic SO	AGP1 TOR yeast
O=C(Nc1cccc2ccccc12)c1cccc(F)c1	25	96	0	84	100	99	91	88
CCOc1ccccc1NC(=O)NC1CCN(CC(=O)Nc2ccc3c(c2)OCCO3)CC1	-1	106	0	107	103	102	80	109
CCc1nc(C)cn1S(=O)(=O)c1cc(Cl)c(OC)cc1Cl	7	82	3	79	97	114	95	87
CCOC(=O)c1c(CN(C)C)n(-c2ccc(C)cc2)c2cc(Br)c(O)cc12	6	96	1	101	111	102	109	100
